Screening results deposited in PubChem BioAssay by The Scripps Research Institute Molecular Screening Center.
DDE Tn6 FP inh: disrupts Tn6 cyclic peptide binding to fibrin D-Dimer-E complex. P02675. Fibrin DD(E) TRITC-Tn6 fluorescence polarization displacement. inhibition, % at 8.3 µM. 0.21% of 370,000 active. AID 720509;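 active = inhibition above a per-campaign cutoff: mean of compounds within control limits plus 3 SD, cut at about 15% in these data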;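 also: 0% = median of all compound wells on the plate and 100% = blocking peptide control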
PLCb3 inh: inhibitors of human phospholipase C beta3. Q01970. Purified PLC-beta3, fluorogenic substrate, fluorescence. inhibition, % at 12.2 µM. 0.18% of 370,000 active. AID 720704; in the data active = inhibition above about 11%;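 also: 0% = median of compound wells on plate and 100% = full blocker control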
UHRF1 binding: blocks human UHRF1 binding to methylated DNA; UHRF1 binding to methylated oligo, TR-FRET; inhibition, % at 4.4 µM; 0.75% of 370,000 active; in the data active = inhibition above about 21%;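 also: UHRF1 SRA domain binding a hemimethylated CpG hairpin DNA probe; 0% = median of test compound wells and 100% = reference inhibitor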
DDE Tn7 FP inh: inhibitors of Tn7 peptide binding to human fibrin DD(E); FP displacement of FITC-Tn7 peptide from fibrin DD(E); 0% = median of compound wells per plate; inhibition, % at 8.3 µM; 0.13% of 370,000 active;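 active = inhibition above the mean of compounds falling within the control limits plus 3 SD of them, cut at about 14% in these data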;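 also: 0% = plate median of compound wells and 100% = 10 µM Aha-Tn7 peptide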
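Assay system: human fibrin DD(E) protein / Input: 2 µM fibrin DD(E) / Benchmarks: high control of 10 µM Aha-Tn7 peptide / Measured by: fluorescence polarization of the labelled Tn7 tracer / Medium: Tris buffer with calcium and detergent, pH 7.8 / Timing: 10 min compound pre-incubation, 3 h probe incubation at room temperature / Repeats: one replicate per compound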
KLK7 zymogen act: activates the human kallikrein-7 zymogen. P49862. purified proKLK7, EDANS-DABCYL substrate fluorescence; 100% is mature enzyme control, 0% vehicle. activation, % at 7 µM. 0.9% of 370,000 active;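 active = activation above the mean of all tested compounds plus 3 SD, computed per campaign excluding outliers beyond control limits, cut at about 13% in these data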
PLCg1 inh: blocks human PLC-gamma1 enzyme activity; purified PLC-gamma1, fluorogenic substrate, fluorescence; inhibition, % at 12.2 µM; 0.84% of 370,000 active; AID 720700; in the data active = inhibition above about 9.5%
ADAM17 inh: inhibits human ADAM17. P78536. recombinant ADAM17, EDANS/DABCYL FRET peptide cleavage. inhibition, % at 6.95 µM. 0.83% of 370,000 active;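 active = inhibition above the mean of compounds lying between control limits plus 3 SD, set per campaign, cut at about 8.5% in these data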;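 also: 0% = DMSO-only wells as the low control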
MBD2 DNA inh: blocks human MBD2 binding to methylated DNA; Q9UBB5; TR-FRET, MBD2 binding to methylated oligonucleotide; inhibition, % at 4.4 µM; 0.31% of 370,000 active; AID 686964; in the data active = inhibition above about 13%
ARFGAP1 inhibitor: inhibits rat ARF GTPase activating protein 1. 0.26% of 360,000 active. AID 651572. Arfgap1-stimulated ARF1 GTP hydrolysis, GDP FP detection. Q62848. inhibition, % at 16.5 µM;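 active = inhibition above a per-plate limit, mean inhibition of low control wells plus 3 SD, cut at about 25% in these data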;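 also: 0% = DMSO wells with enzyme and 100% = wells lacking Arfgap1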
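material = rat Arfgap1 catalytic domain, aa 1-136 | also added = human ARF1(Δ1-17)-GTP substrate | compound dosing = one concentration, 16.5 µM, DMSO 1.26% | times = GTP hydrolysis reaction 2 h at 25 °C | measured by = FP, GDP Alexa 633 tracer displaced from anti-GDP antibody, 620/688 nm | evaluation = percent inhibition of Arfgap1-stimulated GTP hydrolysis | replication = single well per compound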
ASAP1 GAP inh: blocks human ASAP1-stimulated Arf1 GTP hydrolysis; GDP FP detection; 0.19% of 360,000 active; AID 624377; inhibition, % at 16.5 µM; in the data active = inhibition above about 25%;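 also: 0% = vehicle with enzyme and substrate and 100% = no enzyme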
Starred values were filed as active, the others as inactive; . = not tested or not shown.

DDE Tn6 FP inh | PLCb3 inh | SMILES | UHRF1 binding | DDE Tn7 FP inh | KLK7 zymogen act | PLCg1 inh | ADAM17 inh | MBD2 DNA inh | ARFGAP1 inhibitor | ASAP1 GAP inh
-6 | 3 | Cc1cc(NC(=O)C2CCCN(S(=O)(=O)c3c(C)noc3C)C2)n[nH]1 (configuration not stated) | 4 | 9 | 0.3 | 8 | -3 | 6 | 3 | 5
-1 | 3 | O=C(Nc1nnc(SCC(=O)N2CCCCC2)s1)c1ccc(F)cc1F | 0 | 0 | 0.2 | 0 | -1 | -5 | -4 | -6
-4 | 2 | O=C(Nc1ccn(Cc2cccc3ccccc23)n1)c1cccnc1 | 6 | 1 | 0.4 | 3 | 0 | 1 | 12 | -10
3 | 1 | COc1ccc(OC)c(NC(=S)NCCSc2ccc(C)cc2)c1 | 1 | -1 | 0.7 | 4 | 7 | 1 | -3 | -3
9 | 1 | O=C(Cn1cncn1)NCc1cccc(OC(F)F)c1 | -2 | 5 | 0.4 | 2 | -1 | -4 | 1 | 5
-6 | 1 | Cc1nc(N)sc1N=Nc1ccccc1C(F)(F)F | -2 | -1 | -0.4 | 7 | 7 | -2 | 4 | 18
0 | -5 | Cc1ccc2c(COC(=O)c3ccccc3Cl)cc(=O)oc2c1 | -1 | 0 | 0.0 | 0 | -1 | 1 | -8 | -4
-6 | 2 | COc1ccc(OC)c(NC(=O)C2C3CC4OC(=O)C2C4C3)c1 (configuration not stated) | 0 | -1 | 0.0 | 2 | -1 | 2 | -3 | -21
2 | 2 | CCOC(=O)C1(CCc2ccccc2)CCN(C(=O)CN2C(=O)CSC2=O)CC1 | 2 | 0 | -0.1 | 1 | -4 | 1 | 1 | 7
-10 | -7 | O=C(Nc1ccccc1C(=O)O)/C(=C/c1ccc([N+](=O)[O-])cc1)NC(=O)c1ccc(Br)o1 | 1 | -4 | 0.2 | -2 | -4 | 5 | 4 | -3
2 | -2 | CN(C)C(=O)CN(C)S(=O)(=O)c1ccc(Cl)cc1 | 2 | 2 | 0.8 | 0 | -6 | 4 | -3 | -2
-1 | -1 | O=C(NC1CCCCC1)C(c1ccc(F)cc1)N(CCc1ccccc1)C(=O)CN1C(=O)c2ccccc2S1(=O)=O (configuration not stated) | 0 | -1 | 0.3 | 3 | 0 | 0 | 4 | -7
-10 | 1 | Cc1cc(NC(=O)CSc2ccc(F)cc2)no1 | 0 | 7 | -0.2 | 0 | 0 | 0 | 3 | -5
-4 | -25 | CCCOc1ccc(/C(O)=C2/C(=O)C(=O)N(c3ccccn3)C2c2ccc(OC)cc2)cc1C (configuration not stated) | 2 | 4 | 7.8 | -15 | -5 | 5 | 6 | 5
0 | -7 | CN(NC(=S)Nc1ccc(OC(F)F)cc1)C(=S)Nc1ccc(OC(F)F)cc1 | 3 | 6 | -0.1 | 2 | 1 | 11 | 20 | -5
3 | -9 | CCC(C)C(Nc1ncnc2scc(-c3ccccc3)c12)C(=O)O (configuration not stated) | 2 | 5 | -0.3 | -2 | -5 | 3 | -2 | 2
4 | 1 | CCCN(CCC)CCNC(=O)c1cc2c(C)nc3ccccc3c2o1 | 3 | -2 | 0.6 | -2 | -5 | 4 | 6 | 5
2 | -7 | COC(=O)c1ccc(/C=N/OCC(=O)NCc2ccc(F)cc2)cc1 | -2 | 8 | 0.4 | -1 | -2 | 1 | 3 | -5
-11 | -1 | c1ccc(-n2c(SCc3ccncc3)nnc2-c2ccco2)cc1 | 0 | 0 | 0.3 | -2 | -5 | 3 | 4 | -4
3 | -18 | Cc1nc(Nc2ccc3c(c2)OCCO3)c2oc3ccccc3c2n1 | 1 | 10 | 0.2 | -13 | -7 | 0 | 8 | 9
-1 | -7 | Cc1cc(C)n(CCOc2ccc(Br)cc2)n1 | 1 | 5 | 0.0 | -3 | -4 | 3 | -1 | 9
-1 | -3 | CSc1nc(Sc2ccccc2)c2ccccc2n1 | -4 | 2 | 0.4 | -3 | -1 | 3 | 1 | -10
-4 | -5 | Cc1ccc(S(=O)(=O)NCCc2cccs2)cc1 | -2 | -3 | 0.0 | -1 | 0 | -4 | 7 | -11
6 | -111 | COc1ccc(N2CCN(c3cc(C)c4ccc(O)cc4n3)CC2)cc1 | -3 | -10 | -11 | -87 | -32 | 4 | 11 | 1
4 | -3 | O=C(Nc1ccccn1)c1ccc(Br)c(S(=O)(=O)N2CCCC2)c1 | 1 | 0 | -0.1 | 1 | -2 | 6 | -3 | 4
2 | -8 | COc1cc(OC)cc(C(=O)NC(C(=O)NNC(=O)c2ccc(C)cc2)C(C)C)c1 (configuration not stated) | -2 | 4 | 0.6 | 0 | 0 | 2 | -5 | -5
-8 | 5 | C=CCn1c(SCC(=O)NC2CCCC2)nc2ccccc21 | -1 | 8 | 0.2 | -4 | -1 | -1 | 6 | 1
3 | -30 | COc1ccc(C2C(C#N)=C(N)Oc3cccc(O)c32)cc1 (configuration not stated) | 0 | 6 | 0.7 | -22 | -1 | 3 | 0 | 3
-7 | 6 | CC1(C(=O)NS(=O)(=O)c2ccccc2Cl)CCN1C(=O)c1cccc2ccccc12 (configuration not stated) | 2 | -5 | 0.7 | 3 | 2 | -1 | 6 | 5
3 | 4 | CCn1c(SCC(=O)Nc2ccccc2)nc2c1c(=O)n(C)c(=O)n2C | -1 | 1 | 0.9 | 1 | -2 | 1 | 15 | 6
1 | 1 | CCOC(=O)N1CCN(C(=O)C2COc3ccccc3O2)CC1 (configuration not stated) | 2 | 4 | 0.7 | -1 | -4 | 4 | 2 | -6
-4 | -3 | COC(=O)C1=C(C)N(Cc2ccccc2C(F)(F)F)C(=NCc2ccc3c(c2)OCO3)NC1c1ccccc1 (configuration not stated) | 0 | -2 | 0.0 | 1 | -3 | -1 | 5 | 0
-4 | -13 | O=c1c2ccccc2nc(-c2cccc(Cl)c2)n1O | 1 | 1 | -0.1 | -9 | -4 | 4 | 2 | -3
2 | 0 | COC(=O)c1ccc(Oc2ccc(C(C)(C)C)cc2)c([N+](=O)[O-])c1 | -1 | 7 | -0.2 | -1 | -5 | -4 | -7 | -3
-2 | -4 | COc1cc(-c2noc(C)c2C#Cc2ccsc2)cc(OC)c1OC | 4 | -1 | 0.8 | -2 | -1 | 3 | 5 | 15
-6 | -1 | O=S1(=O)c2c(cccc2N2CCC[C@@H]2CO)OCCCN1C1CC1 | 3 | -4 | 0.0 | -1 | -2 | -4 | . | .
3 | 0 | COC[C@H]1CCCN1c1ccc2c(c1)OCCCN(C1CC1)S2(=O)=O | 4 | -8 | -0.3 | -1 | 0 | 1 | . | .
4 | -1 | O=C(Nn1cnnc1)c1cc2c(s1)CCCC2 | 4 | 0 | 0.4 | 4 | 3 | -1 | 3 | -2
2 | -3 | O=S(=O)(c1ccc(OCC(O)CN2CCN(c3ccc(F)cc3)CC2)cc1)N1CCOCC1 (configuration not stated) | 5 | 1 | 0.2 | 5 | -4 | 3 | 7 | 7
-5 | -4 | Cc1nnc(SCC(=O)Nc2ccc(N3CCOCC3)cc2)n1Cc1ccccc1 | 0 | 2 | -0.1 | -2 | -9 | -7 | -2 | 9
-3 | -6 | COc1ccccc1OCCN1C(=O)S/C(=C\c2ccco2)C1=O | -2 | 4 | 0.1 | -6 | 4 | -1 | -5 | -10
-1 | -6 | CS(=O)(=O)N(CC(=O)N1CCCCCC1)c1cccc(Cl)c1Cl | 0 | -8 | 0.5 | 2 | -1 | 2 | 9 | 2
7 | 5 | C=CCN1C(=O)NC(c2ccccc2)(C(F)(F)F)S/C1=C(\C#N)c1nnc(N2CCOCC2)n1-c1ccccc1 (configuration not stated) | -1 | 2 | -0.2 | 2 | -2 | 2 | -14 | -3
11 | -9 | O=C(CCCCn1c(=O)[nH]c2ccsc2c1=O)NCCc1ccccc1 | 1 | -1 | 0.5 | -1 | 2 | 2 | -13 | -13
-3 | -6 | CN(CC(=O)Nc1ccccc1Cl)C(=O)COC(=O)CNC(=O)c1ccc(Br)o1 | 1 | 7 | 0.0 | 1 | 1 | -4 | 12 | 11
-1 | -6 | COCCN(C(=S)Nc1ccc(OC)cc1)C(C)c1cccs1 (configuration not stated) | 0 | 6 | -0.9 | -4 | -2 | -4 | -6 | -1
-3 | -86 | CC(C)(C)NC(=O)C(c1ccnc2ccccc12)n1c(=O)c(-c2ccco2)nc2ccccc21 (configuration not stated) | -3 | -8 | 0.2 | -59 | -21 | -5 | 3 | 17
6 | -6 | Cc1cc(NC(=O)CCC(=O)N(c2ccccc2)C(C)C(=O)NC2CCCC2)no1 (configuration not stated) | 1 | -1 | -0.2 | 1 | 0 | 2 | -6 | 1
4 | 4 | Cc1cccc2sc(N(CCCN(C)C)C(=O)c3cc4ccccc4oc3=O)nc12 | -2 | -2 | -0.5 | 4 | -3 | 1 | -1 | -9
-3 | -3 | NS(=O)(=O)c1ccc(NC(=O)C(Sc2ccccc2)c2ccccc2)cc1 (configuration not stated) | 3 | -2 | 0.5 | -1 | 4 | 6 | -6 | 0
-2 | 1 | Cc1cc(C)c(N2CCN(S(=O)(=O)N3CCCCCC3)CC2)c(C)c1 | -2 | -6 | 0.3 | 0 | 0 | 0 | 7 | 17
6 | -36 | FC(F)(F)c1ccccc1Cc1c(-c2ccc(Cl)cc2)nc2ccc(Cl)cn12 | 14 | 0 | 0.6 | -27 | -4 | 5 | -3 | -10
0 | -1 | CCC(C)(C)NC(=O)CN(C(=O)CCC(=O)Nc1cc(C)ccn1)c1ccc2c(c1)OCO2 | 0 | 5 | 0.4 | -1 | -4 | -4 | 10 | 1
3 | -2 | NNC(=O)CNc1cccc(Br)c1 | 1 | 2 | 0.3 | -2 | 0 | 0 | -4 | -1
5 | 0 | C(=N\Nc1cc(N2CCCCC2)ncn1)/c1ccco1 | -3 | 1 | 0.3 | 0 | -3 | -3 | -11 | 5
6 | 1 | Cc1nn(-c2ccccc2)c(Cl)c1/C=N/N1CCN(c2ccccn2)CC1 | 0 | -4 | -0.1 | 2 | -1 | 1 | -13 | -9

3 compounds out of the list, arranged by length of the SMILES, low to high.
DDE Tn6 FP inh | PLCb3 inh | SMILES | UHRF1 binding | DDE Tn7 FP inh | KLK7 zymogen act | PLCg1 inh | ADAM17 inh | MBD2 DNA inh | ARFGAP1 inhibitor | ASAP1 GAP inh
-6 | 2 | COc1ccc(OC)c(NC(=O)C2C3CC4OC(=O)C2C4C3)c1 (configuration not stated) | 0 | -1 | 0.0 | 2 | -1 | 2 | -3 | -21
4 | 4 | Cc1cccc2sc(N(CCCN(C)C)C(=O)c3cc4ccccc4oc3=O)nc12 | -2 | -2 | -0.5 | 4 | -3 | 1 | -1 | -9
-10 | -7 | O=C(Nc1ccccc1C(=O)O)/C(=C/c1ccc([N+](=O)[O-])cc1)NC(=O)c1ccc(Br)o1 | 1 | -4 | 0.2 | -2 | -4 | 5 | 4 | -3
